TbREL1 inh – TbREL1 inhibition, primary screen; P86926; TbREL1 RNA ligation, FRET fluorescence; inhibition, % at 9.66 µM; actives 0.49% (n = 89,000); AID 1117264;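 active = inhibition above the mean inhibition across all screened compounds plus 3 SD, cut at about 11% in these data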;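 note: 0% = plate median of test wells and 100% = NSC42067 control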
Target sequence (P86926 whole entry, looked up): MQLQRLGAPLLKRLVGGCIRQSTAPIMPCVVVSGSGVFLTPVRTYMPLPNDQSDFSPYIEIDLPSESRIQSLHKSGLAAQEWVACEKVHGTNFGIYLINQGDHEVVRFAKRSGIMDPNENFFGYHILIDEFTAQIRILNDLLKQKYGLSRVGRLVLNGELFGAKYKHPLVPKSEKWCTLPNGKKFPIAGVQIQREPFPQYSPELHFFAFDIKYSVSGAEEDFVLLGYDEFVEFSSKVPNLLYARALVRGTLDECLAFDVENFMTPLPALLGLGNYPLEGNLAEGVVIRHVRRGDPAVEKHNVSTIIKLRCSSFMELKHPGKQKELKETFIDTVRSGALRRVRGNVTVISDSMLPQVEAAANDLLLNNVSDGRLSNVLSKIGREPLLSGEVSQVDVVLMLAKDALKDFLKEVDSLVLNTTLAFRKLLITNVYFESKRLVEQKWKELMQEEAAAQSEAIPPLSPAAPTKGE
Active calls of the source: *. Only part of the results is shown. The share of hits here may be higher or lower than overall.

SMILES | TbREL1 inh
Cc1cccc(-n2ncc3c2CCCC3NC(=O)C2CCOCC2)c1C (configuration not stated) | -3
CC(C)(C)OC(=O)CNC(=O)c1nc[nH]c1C(=O)NCc1ccc(CNC(=O)OC(C)(C)C)cc1 | -2
C=CCn1c(=O)c2ccccc2n2c(SC(C)C(=O)Nc3nc(-c4ccccc4)cs3)nnc12 (configuration not stated) | 7
COc1ccc(NC(=S)c2ccc(N(C)C)cc2)cc1 | 1
Cc1ccc(S(=O)(=O)N(C)CCCC(=O)N2CCCCC2)cc1 | -1
Cc1nn(-c2ccc(C(=O)O)cc2)c(N)c1-c1ccccc1 | -1
COc1ccccc1CCC(=O)OCC(=O)Nc1c(C)nn(-c2ccccc2)c1C | 1
Cc1ccccc1C(=O)NCC(=O)OCC(=O)NC(C)C1CC2CCC1C2 (configuration not stated) | -4
Cc1ccc(N(C(C)C(=O)N2CCCCC2)S(C)(=O)=O)cc1C (configuration not stated) | -2
COc1ccc(/C=N/Nc2nc(-c3cccc(S(=O)(=O)N4CCCC4)c3)cs2)c(OC)c1 | 2
CCc1cc(/C(Cc2ccc3ccccc3n2)=N\O)c(O)cc1O | 0
Cc1c(Cl)cccc1NC(=O)Nn1cnnc1 | 0
Cc1cccc(C(=O)NCCC(=O)NCc2ccccc2F)c1 | -1
O=C(Nc1ncc(Cc2cccc(Cl)c2)s1)c1ccc([N+](=O)[O-])cc1 | 8
COC(=O)C1CSC(C(=O)OC)N1C(=O)CN1CCN(c2ccccc2)CC1 (configuration not stated) | 0
Cc1cccn2c(=O)c(/C=C(\C#N)C(=O)NCc3ccco3)c(N3CCCCC3)nc12 | 1
O=C(NCC1CCCN(Cc2nccs2)C1)c1cccc2ccccc12 (configuration not stated) | 3
CC(OC(=O)CCN=C1NS(=O)(=O)c2ccccc21)C(=O)NCc1ccccc1 (configuration not stated) | -2
CC(=O)c1cccc(NC=C2C(=O)OC3(CCCCC3)OC2=O)c1 | 2
O=C(CCc1ccccc1)N/N=C/c1cc(Br)ccc1O | 0
Cc1sc2ncn3cnnc3c2c1C | 1
COC(=O)C1=C(N)Oc2cc(C)n(Cc3cccnc3)c(=O)c2C1c1ccc(OC)c(OC)c1 (configuration not stated) | -2
N#Cc1ccc(-c2csc(-c3ccno3)n2)cc1 | 4
COc1ccc(NC(=O)c2ccc(NC(=O)CN3CCN(c4ccccc4)CC3)cc2)cc1 | -2
CCN1C(=O)/C(=C/c2cccs2)SC1=Nc1ccc(OC)cc1 | 3
COc1ccc(C(=O)Nc2cc(C)on2)cc1S(=O)(=O)N1CC(c2ccccc2)CC1=O (configuration not stated) | 2
CC(OC(=O)CC1CCCC1)C(=O)Nc1ccc(Cl)cn1 (configuration not stated) | 0
O=[N+]([O-])c1cccc2c(N3CCOCC3)ccnc12 | 8
COc1ccc(N/C=C(\C#N)c2ccc(OCCCF)cc2)cc1 | -5
COc1ccc(C2CC(c3ccc(Cl)c(Cl)c3)Nc3nc(N)nn32)cc1 (configuration not stated) | 0
CC(C)CCN(C(=O)Nc1ccccc1)C(C)c1cccs1 (configuration not stated) | -2
O=C(CCCc1c[nH]c2ccccc12)N1CCCCCC1 | -5
CS(=O)(=O)N1CCN(c2ccccc2NC(=O)Cc2ccc(Cl)cc2)CC1 | -1
Cn1c(=O)c2c(ncn2CC(=O)Nc2nc(-c3ccccc3Cl)cs2)n(C)c1=O | 0
CCNc1c(NC(=O)COc2ccc(Cl)cc2)c(=O)oc2ccccc12 | -1
O=C(CSc1nc(O)cc(=O)n1-c1ccccc1)NCc1ccccc1 | -2
O=C(Oc1cccnc1)c1cc2ccccc2oc1=O | 2
CN(C)S(=O)(=O)Nc1cc(Cl)cc(Cl)c1 | 1
CCN(CC)S(=O)(=O)c1ccc(N2CCCC2)c(NC(=O)c2ccc(OC)cc2OC)c1 | -1
O=C1/C(=C\c2ccco2)SC(=S)N1c1ccccc1 | 9
CC(O)Cn1c(N2CCCC2)nc2c1c(=O)[nH]c(=O)n2C (configuration not stated) | -5
Cc1cccc(NC(=O)c2ccc(COc3ccc(Cl)cc3Cl)o2)n1 | 0
Cc1cccc(N2CCN(C(=O)c3cc(S(=O)(=O)N(C)C)ccc3N3CCCC3)CC2)c1C | -5
CN1C(=O)CC2(CC(=O)N(Cc3ccccc3)C2)C1=O (configuration not stated) | 1
O=C(Nc1ccccc1)c1ccc(-c2ccccc2C(F)(F)F)o1 | -1
NC(=O)c1ccc[n+](CC(=O)c2ccc(Br)cc2)c1 | 0
COc1cccc(C2CC(C(F)(F)F)n3nc(C(=O)Nc4c(C)n(C)n(-c5ccccc5)c4=O)cc3N2)c1 (configuration not stated) | -2
Cc1nc2ccccc2n1C(=O)N1CCOCC1 | 0
NC(=O)C1CCN(c2ncc(C(F)(F)F)cc2Cl)CC1 | 7
COc1ccc(CN(CC(=O)NCc2ccccc2)C(=O)CCC(=O)Nc2cc(C)ccn2)cc1 | -2

The final 2 entries of the part above lead into the next.
SMILES | TbREL1 inh
NC(=O)C1CCN(c2ncc(C(F)(F)F)cc2Cl)CC1 | 7
COc1ccc(CN(CC(=O)NCc2ccccc2)C(=O)CCC(=O)Nc2cc(C)ccn2)cc1 | -2
COc1ccc(NC(=O)CN2C(=O)c3ccccc3Sc3ccc(C(=O)N4CCOCC4)cc32)c(OC)c1 | -6
CCCC(=O)OCC(=O)Nc1cc(Cl)ccc1[N+](=O)[O-] | -1
C=CCn1c(O)c(C=Nc2ccc(Cc3ccncc3)cc2)c(=O)[nH]c1=S | -1
CC1=C(C(=O)N(C)C)CC(CC(=O)NCc2cccc3ccccc23)C(=O)N1Cc1ccc(C(C)(C)C)cc1 (configuration not stated) | 0
O=C(COC(=O)c1cc(=O)[nH]c2ccccc12)NCc1ccccc1 | 0
Cc1ccn(-c2cccc(-n3ccc(C)n3)n2)n1 | 5
CCCC(=O)n1nc(-c2ccc(OC)cc2)nc1N | -2
COc1cc2ccccc2cc1C(=O)NC1CCCC1 | 0
O=C(NC1CCCC1)c1cc(-c2ccccc2O)on1 | -2
CCCOc1ccc(/C=c2\sc3nc(-c4ccco4)nn3c2=O)cc1OCC | 2
COc1ccc2nc(SCC(=O)N(C)C3CCCCC3)[nH]c2c1 | -3
CC(C)Cn1c(SCc2nc3ccccc3c(=O)[nH]2)nc2ccccc2c1=O | 1
O=C(NC1CCN(C(=O)Nc2ccc(F)cc2)CC1)c1ccc(F)cc1 | 0
COc1ccc(C)cc1NC(=O)n1ncc2c(C)cccc21 | -3
Cc1c(C(=O)NCc2cccs2)sc(=O)n1Cc1ccc(S(C)(=O)=O)cc1 | -1
CN1c2ccccc2C(=O)C(=C2SCCCS2)S1(=O)=O | 1
CC(C)(C)[C@@H]1COC(=O)[C@@H](NC(=O)OCC2c3ccccc3-c3ccccc32)C/C=C\C[C@@H](CC(=O)NCCO)C(=O)N1 | 1
CCOC(=O)C1=C(COC(=O)c2ccc([N+](=O)[O-])s2)NC(=O)NC1C (configuration not stated) | -1
COc1cccc(N(C)C(=O)[C@@H](C2CC2)[C@@H](O)c2ccc(Cl)cc2)c1 | -1
CN(CC(=O)Nc1ccc(N2CCOCC2)cc1)C(=O)C12CC3CC(CC(C3)C1)C2 | -7
CCc1ccc(/C=N/NC(=O)c2cc(C)on2)s1 | 4
Cc1ccc(NC(=O)c2nc[nH]c2C(=O)N[C@@H](C)C(=O)OC(C)(C)C)cc1 | 5
CCN(Cc1nc(-c2ccccc2)no1)C(=O)COc1cccc(OC)c1 | 3
Cc1cc(C)nc(SCNC(=O)c2ccc(F)cc2)n1 | -2
CS(=O)(=O)c1cccc(C(=O)OCC(=O)c2ccc3c(c2)OCCO3)c1 | -1
CCCCNC(=O)O[C@H]1CC[C@@]23CCCN2C(=O)CCC[C@H]3C1 | 13*
COc1ccc2cc(C#N)c(SCC(=O)NNC(=O)Cc3ccccc3)nc2c1 | -1
COc1cc(-c2c(-c3ccc4c(c3)OCO4)noc2-c2ccsc2)ccc1F | 3
Cc1[nH]n(C)c(=O)c1C(=O)c1c(-c2ccccc2Cl)noc1C | -4
COC(=O)C[C@H]1CC[C@@H]2[C@@H](COc3ccc(NS(=O)(=O)c4ccccc4Cl)cc3C(=O)N2C)O1 | -1
CN1CCc2c(sc(NC(=O)c3ccc([N+](=O)[O-])o3)c2C(N)=O)C1 | 0
N#Cc1ccccc1NC(=O)CC1CCCCC1 | -2
Cc1ccc(-c2nc(C)sc2CC(=O)OCC(=O)Nc2ccc(F)c(Cl)c2)cc1 | 0
C[C@H](NC(=O)c1nc[nH]c1C(=O)NCC(=O)OCc1ccccc1)c1ccccc1 | -2
CCC1COCCS(=O)(=O)N1Cc1cccc(C(F)(F)F)c1 (configuration not stated) | 0
COc1ccc(NC(=O)C2(C)Cc3c(-c4ccc(C(N)=O)cc4)ccnc3O2)cc1OC (configuration not stated) | 0
Cn1cccc1/C=N/n1c(-c2ccc(C(C)(C)C)cc2)n[nH]c1=S | -2
CC(C)c1nnc(NC(=O)COc2ccc3ccccc3c2)s1 | 0
CCOC(=O)NN1C(=O)c2ccccc2NC1c1ccc(N(C)C)cc1 (configuration not stated) | -1
O=C(CSc1nnc(-c2ccncc2)o1)Nc1ccccc1Cl | 1
Cc1ccc(CNC(=O)C(CC(C)C)OC(=O)c2ccco2)cc1 (configuration not stated) | -1
Cc1ccc(Cn2c(C)c(C(=O)NCc3ccccc3C(F)(F)F)sc2=O)cc1 | 1
COc1ccccc1-c1nnc(NC(=O)C2=COCCO2)o1 | 5
CCc1ccc(C(C)NC(=O)c2ccc(F)cc2)cc1 (configuration not stated) | 0
CC(C)(C)OC(=O)N(Cc1ccccc1)Cc1ccccc1OCc1cccc(NC(=O)C2CC2)c1 | 5
CCCCNCc1cc(OC)c(OCC(N)=O)cc1Br | 1
Cn1c(=O)c2c(ncn2CC(=O)OCC(=O)Nc2cc(Cl)ccc2Cl)n(C)c1=O | -1
COc1ccc(C(=O)Nc2cccc(-c3ccc4nncn4n3)c2)cc1 | 1
CC1CCCN(S(=O)(=O)c2ccc(C(=O)Nc3sc4c(c3C(N)=O)CCN(C)C4)cc2)C1 (configuration not stated) | 3
O=C(NCC(c1cccs1)N1CCOCC1)c1cc(S(=O)(=O)N2CCOCC2)ccc1Cl (configuration not stated) | -1

A draw from above in order of number of heavy atoms, ascending:
SMILES | TbREL1 inh
N#Cc1ccc(-c2csc(-c3ccno3)n2)cc1 | 4
O=[N+]([O-])c1cccc2c(N3CCOCC3)ccnc12 | 8
O=C(NC1CCCC1)c1cc(-c2ccccc2O)on1 | -2
O=C(CCc1ccccc1)N/N=C/c1cc(Br)ccc1O | 0
COc1ccc(C)cc1NC(=O)n1ncc2c(C)cccc21 | -3
CCN1C(=O)/C(=C/c2cccs2)SC1=Nc1ccc(OC)cc1 | 3
COc1ccc(N/C=C(\C#N)c2ccc(OCCCF)cc2)cc1 | -5
COc1cccc(N(C)C(=O)[C@@H](C2CC2)[C@@H](O)c2ccc(Cl)cc2)c1 | -1
CCN(Cc1nc(-c2ccccc2)no1)C(=O)COc1cccc(OC)c1 | 3
CC(C)Cn1c(SCc2nc3ccccc3c(=O)[nH]2)nc2ccccc2c1=O | 1
Cc1ccc(Cn2c(C)c(C(=O)NCc3ccccc3C(F)(F)F)sc2=O)cc1 | 1
COc1ccc(NC(=O)c2ccc(NC(=O)CN3CCN(c4ccccc4)CC3)cc2)cc1 | -2
COC(=O)C1=C(N)Oc2cc(C)n(Cc3cccnc3)c(=O)c2C1c1ccc(OC)c(OC)c1 (configuration not stated) | -2
CC(C)(C)OC(=O)N(Cc1ccccc1)Cc1ccccc1OCc1cccc(NC(=O)C2CC2)c1 | 5
COc1ccc(NC(=O)CN2C(=O)c3ccccc3Sc3ccc(C(=O)N4CCOCC4)cc32)c(OC)c1 | -6

Further compounds follow.
SMILES | TbREL1 inh
COc1cccc(OC)c1C(=O)Nc1ccc(NC(=O)c2ccco2)cc1 | 1
Cc1ccc(NC(=O)c2ccc(COc3ccccc3)o2)nc1 | 1
CCOc1ccc2nc(NC(=O)C3CCCO3)sc2c1 (configuration not stated) | 0
FC(F)(F)c1ccccc1Cc1c(C2CCCCC2)nc2ccc(Br)cn12 | -2
Cc1ccc(S(=O)(=O)NC(=O)C2(C)CCN2C(=O)C2CCCCC2)cc1 (configuration not stated) | 0
O=C1CCC[C@H]2C[C@H](NCc3ccc(Cl)c(C(F)(F)F)c3)CC[C@]23CCCN13 | 4
COc1ccc2sc(-c3ccccc3OC)c(-c3ccc(SC)cc3)c2c1 | -1
C#CCOCCOCCOCCNc1nc(N2CCOCC2)nc(N2CCN(C(=O)CCCCCCCCCCNC(=O)[C@@H](CCC(=O)O)n3cc(CCCCCN)nn3)CC2)n1 | 2
COC(=O)CN1C(=S)N(c2ccc(OC)cc2)C(=O)C1CC(=O)Nc1ccc(F)cc1 (configuration not stated) | -1
CCN1C(=O)[C@H]2[C@@H](c3ccc(-c4ccc5c(c4)OCO5)c(OC)c3)N[C@@](Cc3ccccc3)(C(=O)OC)[C@H]2C1=O | -2
CC1CCCCN1S(=O)(=O)c1ccc(C(=O)Nc2nnc(-c3ccccc3Cl)o2)cc1 (configuration not stated) | 1
CC(C)c1ccc(-c2c(C#N)c(N)nc(SCC(=O)N3CCCCC3)c2C#N)cc1 | 0
COC(=O)c1cc(S(=O)(=O)N2CCCCC2)ccc1N1CCOCC1 | 5
CCN(CC)CCCNc1oc(-c2cccc(Cl)c2)nc1C#N | 0
O=C(c1ccco1)N1CCC(n2nnc3ccccc32)CC1 | 0
Cc1ccc(C)c(C(=O)CCC(=O)NNC(=O)Cn2nc(C)cc2C)c1 | -1
CCOc1ccccc1N(C(=O)CNC(=O)c1ccco1)C(C(=O)NC(C)(C)C)c1ccncc1 (configuration not stated) | 0
Cc1ccc(OC(=O)c2c(C)nn(-c3ccccc3)c2C)cc1 | -4
CC(C)CNC(=O)C(=O)Nc1ccc2c(c1)N(S(=O)(=O)c1cccs1)CCC2 | 7
COc1ccc2occ(C(=O)c3cccs3)c2c1 | 0
O=C(OCc1ccccc1)N1CCC2CC1c1cc(Cl)ccc12 (configuration not stated) | 8
C=CCNC(=O)c1onc(CSc2cccc(OC)c2)c1C(=O)O | 1
O=C(Nc1cccc(NC(=O)c2ccco2)c1)c1cnccn1 | 2

High-throughput results from PubChem BioAssay.
